Screening data as filed in PubChem BioAssay.
TLR9-MyD88 inh: inhibitors of human TLR9-MyD88 binding; Q9NR96+Q99836; CHO BLA complementation TLR9-MyD88, CCF4 FRET ratio; inhibition, % at 4.98 µM; 0.21% of 340,000 active; AID 504734;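 active means inhibition above the mean over all tested compounds plus 3 SD, cut at about 21% in these data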;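 further: 0% = DMSO only wells and 100% = clavulanate BLA inhibitor control wells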
Target sequence (Q99836 whole entry, looked up): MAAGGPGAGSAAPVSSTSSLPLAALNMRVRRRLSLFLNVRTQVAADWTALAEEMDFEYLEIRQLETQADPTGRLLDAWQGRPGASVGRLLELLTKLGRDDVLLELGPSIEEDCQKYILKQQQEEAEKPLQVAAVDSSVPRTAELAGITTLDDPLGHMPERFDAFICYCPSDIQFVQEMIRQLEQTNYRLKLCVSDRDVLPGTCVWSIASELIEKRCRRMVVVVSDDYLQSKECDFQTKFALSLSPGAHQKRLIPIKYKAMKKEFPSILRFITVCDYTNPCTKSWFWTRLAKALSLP
Target sequence (Q9NR96 whole entry, looked up): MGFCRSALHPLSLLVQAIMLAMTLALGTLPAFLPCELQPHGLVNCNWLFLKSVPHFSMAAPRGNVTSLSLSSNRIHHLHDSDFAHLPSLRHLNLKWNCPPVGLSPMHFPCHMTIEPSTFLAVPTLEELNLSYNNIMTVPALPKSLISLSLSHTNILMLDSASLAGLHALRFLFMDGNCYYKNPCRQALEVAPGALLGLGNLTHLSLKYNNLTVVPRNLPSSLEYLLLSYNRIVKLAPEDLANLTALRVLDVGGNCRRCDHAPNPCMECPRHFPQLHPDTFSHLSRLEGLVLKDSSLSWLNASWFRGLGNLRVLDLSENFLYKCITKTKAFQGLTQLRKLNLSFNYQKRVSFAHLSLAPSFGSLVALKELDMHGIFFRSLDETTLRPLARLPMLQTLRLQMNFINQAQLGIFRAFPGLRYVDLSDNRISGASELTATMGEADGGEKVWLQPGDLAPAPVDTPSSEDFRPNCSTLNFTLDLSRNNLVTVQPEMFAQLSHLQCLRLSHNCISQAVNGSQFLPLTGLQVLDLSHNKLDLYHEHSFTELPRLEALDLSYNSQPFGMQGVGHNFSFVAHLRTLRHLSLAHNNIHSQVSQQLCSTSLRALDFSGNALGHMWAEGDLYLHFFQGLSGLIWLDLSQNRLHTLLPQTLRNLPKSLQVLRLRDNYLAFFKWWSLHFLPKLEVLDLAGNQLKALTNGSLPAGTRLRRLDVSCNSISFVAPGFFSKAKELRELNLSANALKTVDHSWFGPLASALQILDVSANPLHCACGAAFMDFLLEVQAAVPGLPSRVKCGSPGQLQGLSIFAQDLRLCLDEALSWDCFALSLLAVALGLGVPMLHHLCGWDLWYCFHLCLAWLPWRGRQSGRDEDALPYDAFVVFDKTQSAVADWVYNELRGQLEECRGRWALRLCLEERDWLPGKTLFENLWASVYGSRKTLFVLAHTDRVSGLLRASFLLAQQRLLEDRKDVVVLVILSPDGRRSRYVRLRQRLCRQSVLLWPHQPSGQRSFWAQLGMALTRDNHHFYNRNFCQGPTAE
NOD2-RIPK2 inh: NOD2-RIPK2 protein interaction inhibition; inhibition, % at 4.98 µM; 0.38% of 360,000 active; O43353; CHO BLA complementation NOD2-RIPK2, CCF4 ratio; in the data active means inhibition above about 21%;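 further: 0% = vehicle only and 100% = reference blocker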
SRC1 inh: inhibitors of human steroid receptor coactivator 1 (SRC1). Q15788. HEK293 GAL4-SRC1 luciferase reporter, luminescence. inhibition, % at 3.6 µM. 0.12% of 360,000 active. AID 588354;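 active means inhibition above the campaign mean plus 3 SD, with each screening campaign given its own cutoff, cut at about 60% in these data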;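 further: 0% = DMSO treated cells and 100% = gossypol at 36 µM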
Vif inh: HIV Vif inhibition | HEK293T cells, Vif self-association by quenched fluorescence, imaging, 24 h | inhibition, % at 7.49 µM | 0.35% of 340,000 active; in the data active means inhibition above about 50%, passing the limit was not always enough; inconclusive means no clear call, values can overlap the other calls; inactive means below about 31%; further: some results filed as inactive read as strong as hits
EBV LMP1 NFkB: reduces LMP1-driven NF-kappaB luciferase signal. inhibition, % at 12.5 µM. LMP1-induced NF-kappaB luciferase reporter cells, luminescence. 0.69% of 350,000 active. AID 504558; in the data active means inhibition above about 41%; inconclusive means no clear call, values can overlap the other calls;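 further: 0% = neutral control wells and 100% = reference inhibitor control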
TRAIL sens C8: sensitizes caspase-8 expressing cells to TRAIL | NB7+C8 cells + TRAIL, ATPlite viability luminescence | inhibition (viability loss, TRAIL sensitization), % at 10 µM | 1% of 360,000 active | AID 624354;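 active means compounds causing at least 50% loss of cell viability in the single-dose screen, relative to plate controls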
NR2F2 inh: blocks human COUP-TFII nuclear receptor | inhibition, % at 8.6 µM | 0.7% of 370,000 active | P24468 | AID 686940 | HEK293T NGFI-A luciferase reporter, luminescence;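 active means inhibition above a per-plate cutoff, mean inhibition of test wells between control levels plus 3 SD, cut at about 38% in these data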;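 further: cells cotransfected with COUP-TFII expression vector driving the NGFI-A reporter; 0% = median of COUP-TF2 test wells and 100% = reporter-only cells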
TROY NFkB inh: TROY signaling inhibition. Q293 LMP1-TROYcd NF-kB luciferase reporter, 4 h. inhibition, % at 10 µM. 0.98% of 360,000 active. AID 1347056;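 active means compounds whose plate-normalised and pattern-corrected inhibition of the luciferase reporter signal at the single screening dose is 50% or more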
LRH-1 inv ag: suppresses constitutive activity of human LRH-1. O00482. HEK293T StAR-luciferase reporter, LRH-1 transfected, 24 h. inhibition, % at 3.6 µM. 0.13% of 360,000 active. AID 602396;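 active means inhibition above the mean inhibition of all tested compounds plus 3 SD, cut at about 73% in these data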;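 further: 0% = DMSO wells and 100% = reporter-only cells lacking LRH-1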
SRC2 inh: human SRC2 (NCOA2) inhibition; Q15596; HEK293 GAL4-SRC2 luciferase reporter, luminescence; inhibition, % at 9 µM; 0.17% of 370,000 active;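 active means inhibition above the mean inhibition of all tested compounds plus 3 SD, set per campaign, cut at about 52% in these data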;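 further: 0% = DMSO treated cells and 100% = cells given Gossypol at 36 µM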
NCOA3 inh: inhibitors of human steroid receptor coactivator 3 (SRC3); Q9Y6Q9; HEK293 GAL4-SRC3 luciferase reporter, luminescence; inhibition, % at 3.6 µM; 0.17% of 360,000 active;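 active means inhibition above a per-campaign cutoff, the mean of all compounds plus 3 SD, cut at about 60% in these data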;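 further: 0% = DMSO-treated cells and 100% = gossypol-treated cells at 36 µM; higher means less SRC3-driven luciferase light from the GAL4 reporter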
Numbers without * were called inactive; ? = inconclusive; / = not tested or not shown. The list is partial. The share of hits here may be higher or lower than overall.

SMILES	TLR9-MyD88 inh	NOD2-RIPK2 inh	SRC1 inh	Vif inh	EBV LMP1 NFkB	TRAIL sens C8	NR2F2 inh	TROY NFkB inh	LRH-1 inv ag	SRC2 inh	NCOA3 inh
COC(=O)c1ccc(NC(=O)Cn2cnc3c(nnn3-c3cccc(OC)c3)c2=O)cc1	-8	-7	12	/	-6	4	-11	-14	41	5	4
CCC(CC)NC(=O)COC(=O)c1ccc(NS(=O)(=O)c2ccc3c(c2)OCCO3)cc1	3	1	-53	0	3	13	-9	-7	2	12	6
O=C(NCCS(=O)(=O)N1CCC2(CC1)OCCO2)c1ccc(F)cc1	0	-1	8	0	-3	7	-11	5	-36	0	-24
COc1ccc(C2NC(=O)c3ccccc3O2)cc1 (stereo not drawn)	-3	1	-8	1	-3	1	-1	2	-40	-4	2
Cc1cc(C2CCCCC2)n(O)c(=O)c1	10	-1	-7	8	25	-1	14	7	-32	18	11
COc1ccc(Nc2nc(NCc3cccs3)nc3ccsc23)cc1OC	/	3	3	-5	/	24	-10	32	13	-32	-4
O=C(CCCNC(=O)c1ccc(Cl)cc1)Nc1ccc(F)c(S(=O)(=O)N2CCOCC2)c1	3	-2	-1	2	3	-20	-10	23	-16	-18	-12
CCOc1ccc2oc(C(=O)Nc3ccc(N4CCOCC4)cc3)c(C)c2c1	-2	0	3	/	-3	-2	8	-45	12	6	15
Nc1ccc2oc(=O)c(-c3ccccc3)cc2c1	-1	1	-31	-18	-21	10	-14	-32	-4	-12	-17
CCOC(=O)CC(NC(=O)c1ccco1)c1ccc(OC)cc1 (stereo not drawn)	-3	-13	7	-1	-4	12	-1	24	-3	-12	-13
Nc1nnc(Cc2ccc(Cl)cc2)s1	-2	-6	5	-1	-2	-13	16	17	1	-6	16
CN1CCN(C(=O)c2cnn3c(C(F)(F)F)cc(-c4cccs4)nc23)CC1	9	-1	-12	1	4	-6	-2	-7	-3	-31	6
CC1(C(=O)Nc2ccc3[nH]ncc3c2)CCN1C(=O)CCc1ccccc1 (stereo not drawn)	/	2	-9	1	/	-2	12	-11	-13	7	-12
Cc1cc(NC(=O)CSc2nnnn2-c2ccc(F)cc2)no1	7	-11	5	4	-4	6	-1	5	2	15	-2
CC(=O)N1N=C(c2ccco2)CC1c1cccs1 (stereo not drawn)	-3	-22	0	2	-12	6	8	-6	17	-6	13
Cc1c(N(C(=O)CNC(=O)c2ccccc2)C2(C(=O)NC3CCCC3)CCCCC2)c(=O)n(-c2ccccc2)n1C	-8	-4	-4	-1	3	-5	-13	-21	3	-2	20

The last 2 entries of the section before come first, to join the parts:
SMILES	TLR9-MyD88 inh	NOD2-RIPK2 inh	SRC1 inh	Vif inh	EBV LMP1 NFkB	TRAIL sens C8	NR2F2 inh	TROY NFkB inh	LRH-1 inv ag	SRC2 inh	NCOA3 inh
CC(=O)N1N=C(c2ccco2)CC1c1cccs1 (stereo not drawn)	-3	-22	0	2	-12	6	8	-6	17	-6	13
Cc1c(N(C(=O)CNC(=O)c2ccccc2)C2(C(=O)NC3CCCC3)CCCCC2)c(=O)n(-c2ccccc2)n1C	-8	-4	-4	-1	3	-5	-13	-21	3	-2	20
O=C(Nc1ccc(Cl)cc1)Nc1cccc(C(=O)O)c1	/	-3	-133	-1	62*	65*	-40	-56	-191	-63	-88
CCOC(=O)N1CCN(C(=O)/C(=C/c2cccs2)NC(=O)c2ccc(OC)c(OC)c2)CC1	-2	-4	7	-5	-6	-8	-4	-10	-12	-5	10
COc1ccccc1CC(=O)OCC(=O)N1CCN(c2ccc(F)cc2)CC1	-5	3	-48	-2	-3	-6	9	-10	24	30	16
CCOc1ccccc1C=NNc1ccc([N+](=O)[O-])cn1	4	4	1	19	1	6	8	-16	-12	4	-12
COc1ccc(C(=O)Nc2nnc(Cc3ccccc3)s2)c(OC)c1	11	-2	-62	-2	-27	1	-3	-15	0	-13	-1
C/C(=N\NC(=O)c1cccnc1)c1ccc(-c2ccccc2)cc1	/	-6	-2	-1	/	0	-10	-20	-30	-8	-24
Cc1ccnc(NS(=O)(=O)c2ccc(NC(=O)c3cc(-c4ccccc4)nc4ccccc34)cc2)n1	8	2	0	-1	2	2	-8	4	-43	-8	-7
O=C(N/N=C/c1ccc(O)cc1)Nc1cccc2nsnc12	2	10	-56	-17	-10	7	-48	37	-34	-7	-13
COc1cc([C@H]2Oc3c(OC)cc(CCCO[C@@H]4O[C@H](CO)[C@@H](O)[C@H](O)[C@H]4O)cc3[C@@H]2CO)ccc1O	-9	-9	6	-5	-35	-9	-16	-9	5	3	7
CCOC(=O)Cn1c(=S)[nH]c2c(oc3ccc(Cl)cc32)c1=O	1	-8	7	7	5	11	4	1	-2	-4	-44
COc1ccccc1C(=O)NC(=S)N1CCCc2ccccc21	0	5	-16	-7	-24	8	-6	49	-22	-9	8
CNC(=O)c1ccc(CN(C)C(=O)c2cc(C3CC3)nc3c2cnn3C(C)C)cc1	-5	-10	0	14	-4	3	9	-13	25	23	4
CC1CCCCC1NC(=O)COC(=O)COc1ccccc1Cl (stereo not drawn)	-2	-2	7	11	3	-11	-18	19	5	-3	-6
O=C(CC1S/C(=N/N=C/c2cccnc2)NC1=O)Nc1ccccc1 (stereo not drawn)	-8	-8	-19	2	-4	-5	1	5	8	-2	5
COc1ccc(Cl)cc1NC(=O)C1CC(=O)N(C2CCCCC2)C1 (stereo not drawn)	1	-8	-9	/	-8	-5	-5	24	-19	-6	-14
COC(=O)[C@@]12CCCCN1[C@H](c1ccc(SC3CCCCC3)c(OC)c1)[C@@H]1C(=O)N(C)C(=O)[C@@H]12	-2	-2	1	-4	10	-22	14	2	-14	3	-4
COc1ccc(-c2csc(NC(=O)Nc3ccccc3)n2)cc1	-6	0	8	-9	8	-27	5	2	-19	-3	-3
CCC(=O)N1c2ccc(S(=O)(=O)NCCc3ccc(OC)c(OC)c3)cc2CC1C (stereo not drawn)	-17	-11	-3	-4	6	-3	-7	-3	4	7	-17
CN(C)C(=O)c1cn(-c2ccc(Cl)cc2)c(=O)c2ccccc12	1	7	-9	-1	-8	0	13	-1	0	1	2
Cc1cc(NC2CCCCC2)nc(-c2ccccc2O)n1	-1	-10	-13	-2	-19	4	-6	-37	-14	-29	-6
COc1ccc(C2=NN(C(=O)CSc3nnc(C)n3C)C(c3ccco3)C2)cc1 (stereo not drawn)	-1	2	-11	-5	6	-7	7	-6	-2	-3	-13
Cc1ccc(C(=O)NC(=S)Nc2ccccc2C(F)(F)F)cc1C	1	4	-10	3	-3	18	-12	-20	-19	-13	-14
O=C(NCCCO)C(=O)NCC(c1ccc2c(c1)OCO2)N1CCN(c2ccc(F)cc2)CC1 (stereo not drawn)	9	-7	14	12	0	-2	-2	-8	5	-5	9
CC(C)NC(=O)C1(C)CN(S(C)(=O)=O)CC(=O)N1CC(F)(F)F (stereo not drawn)	/	-13	/	/	/	-6	-12	/	0	20	/
COc1ccc(NC(=O)CSc2cn[nH]n2)c(OC)c1	5	-7	7	0	-1	-8	-3	-9	27	-1	-3
Cc1ccc(Nc2nnc(SCC(=O)NC3CCCc4ccccc43)s2)cc1 (stereo not drawn)	10	-15	-6	/	7	8	5	5	12	8	17
CS(=O)(=O)N1CCN(c2ccc(NC(=O)c3ccc([N+](=O)[O-])o3)cc2)CC1	-14	17	-61	?	-53	-3	-40	-19	17	-52	-28
CCOC(=O)c1c(C)[nH]c(C(=O)OCC(=O)NCc2ccc(OC)c(OC)c2)c1C	-2	-2	3	4	14	25	23	-8	10	-8	-15
CCn1c(SCc2nc(N)nc(N3CCCCC3)n2)nc2c1c(=O)n(C)c(=O)n2C	-2	-13	5	16	5	5	-6	2	-14	-40	10
Cc1ccccc1NC(=O)CSc1ccc(-c2ccco2)nn1	-2	4	-36	-8	1	0	9	-7	32	5	-3
Cc1cc(NC(=O)COc2ccccc2C)ccc1NC(=O)c1cccs1	-12	3	10	1	5	0	1	5	12	4	-2

Among those listed so far, seven have a furan ring, fused or not.
SMILES	TLR9-MyD88 inh	NOD2-RIPK2 inh	SRC1 inh	Vif inh	EBV LMP1 NFkB	TRAIL sens C8	NR2F2 inh	TROY NFkB inh	LRH-1 inv ag	SRC2 inh	NCOA3 inh
CCOc1ccc2oc(C(=O)Nc3ccc(N4CCOCC4)cc3)c(C)c2c1	-2	0	3	/	-3	-2	8	-45	12	6	15
CCOC(=O)CC(NC(=O)c1ccco1)c1ccc(OC)cc1 (stereo not drawn)	-3	-13	7	-1	-4	12	-1	24	-3	-12	-13
CC(=O)N1N=C(c2ccco2)CC1c1cccs1 (stereo not drawn)	-3	-22	0	2	-12	6	8	-6	17	-6	13
CCOC(=O)Cn1c(=S)[nH]c2c(oc3ccc(Cl)cc32)c1=O	1	-8	7	7	5	11	4	1	-2	-4	-44
COc1ccc(C2=NN(C(=O)CSc3nnc(C)n3C)C(c3ccco3)C2)cc1 (stereo not drawn)	-1	2	-11	-5	6	-7	7	-6	-2	-3	-13
CS(=O)(=O)N1CCN(c2ccc(NC(=O)c3ccc([N+](=O)[O-])o3)cc2)CC1	-14	17	-61	?	-53	-3	-40	-19	17	-52	-28
Cc1ccccc1NC(=O)CSc1ccc(-c2ccco2)nn1	-2	4	-36	-8	1	0	9	-7	32	5	-3
